RPL19A-GFP yeast: alters RPL19A-GFP fluorescence in TOR pathway yeast screen; percent response vs DMSO, % at 10 µM; S. cerevisiae RPL19A-GFP strain, flow cytometry, 3 h; hits give low values; AID 2025; 330,000 compounds, 0.3% hits;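 active means percent response vs DMSO below 50%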;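 further: median channel GFP fluorescence of the barcoded RPL19A-GFP strain; ratio of sample median GFP to plate DMSO average so 100% = DMSO; lower means less RPL19A-GFP as with rapamycin TOR inhibition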
ZTA DNA inh: blocks Epstein-Barr virus ZTA, an EBNA-1 counter-screen; P03206; ZTA-DNA binding, fluorescence polarization; inhibition, % at 11 µM; 320,000 compounds, 0.15% hits; in the data active means inhibition above about 33%
MEP2 TOR yeast: alters MEP2-GFP fluorescence in TOR pathway yeast screen. 330,000 compounds, 0.51% hits. S. cerevisiae MEP2-GFP strain, flow cytometry GFP, 3 h; 100% = DMSO control level. AID 2016. GFP response vs DMSO, % at 10 µM;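 active means GFP response versus DMSO above a set limit, roughly screen mean plus 3 SD, cut at about 180% in these data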;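 further: median GFP fluorescence of the barcode-gated MEP2-GFP cells per well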
LAP4 TOR yeast: modulators of TOR pathway LAP4-GFP in S. cerevisiae | S. cerevisiae LAP4-GFP multiplex, flow cytometry GFP, 3 h; median GFP as percent of DMSO wells | 320,000 compounds, 0.34% hits | GFP response vs DMSO, % at 10 µM | AID 2023;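 active means GFP response vs DMSO above a set limit, about the screen mean plus 3 SD, cut at about 150% in these data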
EBNA-1 inhibitor: blocks EBNA-1 binding to DNA. EBNA-1 DNA binding, fluorescence polarization. inhibition, % at 14.8 µM. 300,000 compounds, 0.34% hits; in the data active means inhibition above about 28%
procasp3 activ: activators of human procaspase-3; AID 463141; P42574; recombinant procaspase-3 D3A, Ac-DEVD-pNA absorbance 405 nm; 330,000 compounds, 0.11% hits; activation, % at 8.5 µM;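 active means activation above the mean of all tested compounds plus 3 SD, cut at about 21% in these data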;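 further: 0% = DMSO alone and 100% = DMSO wells spiked with extra 5 µM PC-3 D3A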
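Assay system – Procaspase-3 D3A mutant · Benchmarks – DMSO low control, extra-enzyme high control · Technique – 405 nm absorbance of p-nitroaniline, reads at 0 and 120 min · Doses – 8.5 µM nominal · Measure – % activation between DMSO and enzyme-spiked controls · Also added – Ac-DEVD-pNA chromogenic peptide substrate · Schedule – 1 h compound preincubation, 2 h substrate hydrolysis at 25 °C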
AHR act: activators of human aryl hydrocarbon receptor; 320,000 compounds, 2.5% hits; activation, % at 5 µM; P35869; AHR-responsive luciferase reporter cells, luminescence; in the data active means activation above about 47%;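 further: 0% = vehicle wells and 100% = reference agonist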
proCasp7 act: counter-screen for procaspase-3 activators: activators of human procaspase-7; recombinant procaspase-7, Ac-DEVD-pNA absorbance 405 nm; D23A/D198A/D206A triple mutant, cannot self-cleave; scale: DMSO 0, 5 µM enzyme 100; activation, % at 8.5 µM; AID 463210; 330,000 compounds, 0.093% hits; P55210;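 active means percent activation above the screen-wide mean plus 3 SD, cut at about 25% in these data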
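System: Uncleavable procaspase-7 mutant enzyme; Amount: 2 µM procaspase-7 mutant as dispensed; Schedule: 1 h compound preincubation, 2 h substrate cleavage, 25 °C; Measured by: 405 nm absorbance of p-nitroaniline; Evaluation: percent activation from buffer-corrected 0–120 min absorbance change; Control set: low DMSO alone, high DMSO plus 5 µM PC-7.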
* hit, by the source's call; . = no result given.

SMILES	RPL19A-GFP yeast	ZTA DNA inh	MEP2 TOR yeast	LAP4 TOR yeast	EBNA-1 inhibitor	procasp3 activ	AHR act	proCasp7 act
O=C(c1ccc(F)cc1)N1CCN(c2ccc([N+](=O)[O-])c(N3CCCCC3)c2)CC1	97	-13	97	99	-7	5	5	-15
CCOc1cc(C(=O)CCC(=O)OCC(=O)NC(=O)NCC(C)C)ccc1O	95	-11	99	91	6	-2	-1	10
CCCCN=CC1=C(O)C(C(=O)OC)C(C)(C)CC1=O (stereo not given)	96	-12	98	97	-5	-5	1	9
CC(C)C(=O)O/N=C(\N)c1ccccn1	96	-2	95	98	-4	-5	0	11
O=C(CSc1nnc(C2CC2)n1Cc1ccccc1)c1cc2ccccc2o1	98	-16	97	105	0	0	18	-12
CC(=O)Nc1ccc(NC(=O)CCNC(=O)c2ccccc2Cl)cc1	105	7	106	94	9	-2	1	-21
CC1CC(C)CN(C(=O)C2CCC(CNS(=O)(=O)c3ccccc3)CC2)C1 (stereo not given)	108	-1	116	100	-3	-4	-2	2
Cc1ccc(Cl)cc1N1CCN(Cc2nnnn2C2CCCCC2)CC1	.	-11	94	98	-1	-2	13	-3
CC(=O)c1cccc(NC(=O)C(C)OC(=O)CN2C(=O)NC(C)(C)C2=O)c1 (stereo not given)	97	-3	96	94	.	1	-1	3
N#Cc1cc2c(nc1SCC(=O)N1CCOCC1)CCCCC2	95	-2	94	96	12	3	-3	4
C=CCn1c(SCC(=O)c2ccc(O)c(O)c2)nnc1-c1ccccc1OC	98	-3	98	92	-6	-9	11	0
CC1(C)Oc2ccc(NC(=O)c3ccco3)cc2O1	106	8	105	102	4	6	16	8
CCO[C@@H]1OC(C(=O)Nc2ccccc2)=C[C@H](C)[C@H]1CCCO	98	-2	95	120	6	1	9	14
O=C(COC(=O)c1cc(S(=O)(=O)N2CCOCC2)ccc1F)c1ccc[nH]1	95	-3	92	89	-7	-10	0	-1
Cn1c(-c2cccs2)nc2ccccc21	97	8	115	110	8	8	1	9
C/C(=N/NC(=O)CNC(=O)COc1cccc(C)c1)c1ccco1	107	-1	101	118	8	-2	2	6
CN(Cc1ccc(Cl)cc1Cl)C(=O)CNC(=O)c1ccco1	100	16	100	81	2	6	-4	5
COc1ccc(C(=O)Nc2cccc(-c3nc4ncccc4o3)c2C)cc1OC	105	-14	110	110	2	1	-4	8
C[C@@H](C(=O)Nc1ccc(SC(F)F)cc1)N1C(=O)C2CCCCC2C1=O (stereo not given in full)	101	.	108	96	.	-1	3	6
CCCc1nc2ccc(NC(C)=O)cc2c(=O)n1Cc1ccc(Cl)cc1	92	3	107	108	-15	-1	27	5
O=C(CSc1ccc(-c2ccc(F)cc2)nn1)NC1CCCCC1	93	8	95	86	4	-1	-1	-8
O=C(c1cc2cc(Br)ccc2o1)N1CCCCC1	104	0	107	105	-8	-1	-12	-6
CC(C(=O)Nc1ccc(Br)cc1)N(C)CC(=O)NCc1ccco1 (stereo not given)	94	11	97	96	.	0	2	2
CS(=O)(=O)c1ccc(Cl)c(NC(=O)C2CCCCN2S(=O)(=O)c2ccccc2)c1 (stereo not given)	94	3	95	92	.	7	-1	5
Cn1c(=NC(=O)c2ccco2)sc2cccc(F)c21	94	8	97	113	-4	-2	58*	1
CCOC(=O)c1sc(NC(=O)C(CC)Sc2nc3ccccc3[nH]2)nc1C (stereo not given)	101	4	101	107	9	0	0	6
CCOc1ccc(C(=O)OCC(=O)NCC2CCCO2)cc1 (stereo not given)	113	.	103	111	.	2	0	5
Cc1ccc(N2CC(NS(=O)(=O)c3cccs3)CC2=O)cc1C (stereo not given)	89	-3	90	102	-9	8	0	8
O=[N+]([O-])c1ccc(C[n+]2ccccc2)cc1	104	-15	92	110	3	2	2	16
N#Cc1c(N)n(-c2ccc(N)cc2)c2nc3ccccc3nc12	108	9	104	115	-5	-5	1	2
Cn1nc(C(F)(F)F)cc1Oc1ncc(C(F)(F)F)cc1Cl	97	15	99	96	5	5	2	-7
Cc1cc(Br)cnc1NC(=S)Nc1ccc(F)cc1F	88	-4	91	109	7	-12	37	-9
O=C(NNC(=O)c1ccccc1F)c1ccco1	100	6	101	96	4	13	0	9
O=C(CN1C(=O)NC2(CCCCCC2)C1=O)NC1CC1	95	-7	111	103	-2	0	-1	-7
Cc1nn(-c2ccccc2)c2sc(-c3n[nH]c(=S)o3)cc12	90	9	94	119	5	-2	22	-14
CN(C)c1nc(N)nc(N(c2ccccc2)c2ccccc2)n1	101	25	93	91	6	-5	2	-1
CCOC(=O)NC(=O)/C(C=Nc1ccc(Cl)c(Cl)c1Cl)=C(\C)O	104	1	100	93	-2	-2	15	0
COc1ccc(OCc2nc(N)nc(Nc3ccccc3)n2)cc1	95	12	103	101	10	1	47	2
COc1ccc(C(=O)Cn2c(=N)n(C)c3ccccc32)cc1	98	-9	98	98	-1	-16	76*	-6
CCOc1ccc(CN(C)C(=O)CNC(=O)c2cc(OC)c(OC)c(OC)c2)cc1	105	6	107	95	3	6	2	3
COc1ccc(OC)c(N2C(N)=C(C#N)C(c3ccc(OC)c(O)c3)C3=C2CC(C)(C)CC3=O)c1 (stereo not given)	99	-2	103	101	1	0	0	10
Cc1cccc(CN2CCC(CNC(=O)CCNC(=O)Cn3ccc4ccccc4c3=O)CC2)c1	107	11	101	99	0	7	0	5
CCOCCCNC(=O)c1ccc2c(c1)ncn2C1CCCC1	101	3	104	100	17	7	7	2
O=C(NCCCn1ccnc1)c1cc(Br)c(Br)s1	100	-5	101	94	3	-1	57*	6
CCOc1ccc(CN(Cc2ccco2)C(c2cccs2)c2nnnn2C(C)(C)C)cc1 (stereo not given)	99	-10	99	95	-7	-3	6	-10
CCS(=O)(=O)c1ccc(C(=O)NC)c(Cl)c1Cl	99	-7	97	98	-16	-2	3	3
COc1ccccc1CNS(=O)(=O)CC12CCC(CC1=O)C2(C)C (stereo not given)	96	10	99	98	-13	-7	5	-7
CC(CCc1ccccc1)NC(=O)CCC1CCCC1 (stereo not given)	99	0	101	108	-12	6	-1	4
Cc1cc(C(=O)Nc2nccs2)c2cc(F)ccc2n1	93	-11	92	101	-10	16	25	-1
CCN(CC(=O)Nc1ccc(OC)cc1)C(=O)CSCC(=O)Nc1ccc(C)cc1	96	1	97	93	-3	-4	0	0
CC1CC2=C(C(=O)O1)C(c1ccc(Cl)cc1)Nc1ccccc1N2 (stereo not given)	100	6	110	104	11	-2	0	7
CC(=O)C1=C(O)C(=O)N(c2ccc(S(N)(=O)=O)cc2)C1c1cccc([N+](=O)[O-])c1 (stereo not given)	98	-3	102	97	6	-1	11	1
COc1cc2cc(C(c3nnnn3Cc3ccc(F)cc3)N3CCCCCC3)c(=O)[nH]c2cc1OC (stereo not given)	99	9	104	101	7	-9	1	0
Cc1ccc[n+](C(C)C(=O)Nc2ccc([N+](=O)[O-])cc2C)c1 (stereo not given)	94	-12	90	93	-10	2	1	-2
Cc1ccc(S(=O)(=O)N2CCN(C(=O)CSc3ccc(Cl)cc3)CC2)cc1	94	-8	95	94	-4	3	-1	-2
Cc1ccc(NC(=S)NNC(=S)Nc2cccc(C(F)(F)F)c2)cc1	99	6	96	116	19	-14	13	-18
O=C(COc1ccc(Br)cc1CO)Nc1ccc(F)cc1	99	-2	96	100	-17	3	-5	-2
CCOC(=O)C1CCN(S(=O)(=O)c2cccc(-c3csc(C)n3)c2)CC1	104	7	106	108	3	2	-4	-4
CC(=O)Nc1ccc(Nc2c([N+](=O)[O-])cc(S(C)(=O)=O)cc2[N+](=O)[O-])cc1	100	-5	70	81	4	-3	40	-2
CCN(CC)C(=O)C(=O)c1cc(C)n(-c2ccc(F)cc2)c1C	107	-22	108	93	-4	-3	3	-7

A draw from above in order of number of heavy atoms, highest first:
SMILES	RPL19A-GFP yeast	ZTA DNA inh	MEP2 TOR yeast	LAP4 TOR yeast	EBNA-1 inhibitor	procasp3 activ	AHR act	proCasp7 act
Cc1ccc(S(=O)(=O)N2CCN(C(=O)CSc3ccc(Cl)cc3)CC2)cc1	94	-8	95	94	-4	3	-1	-2
CCCc1nc2ccc(NC(C)=O)cc2c(=O)n1Cc1ccc(Cl)cc1	92	3	107	108	-15	-1	27	5
COc1ccc(C(=O)Cn2c(=N)n(C)c3ccccc32)cc1	98	-9	98	98	-1	-16	76*	-6
Cc1nn(-c2ccccc2)c2sc(-c3n[nH]c(=S)o3)cc12	90	9	94	119	5	-2	22	-14
O=C(NCCCn1ccnc1)c1cc(Br)c(Br)s1	100	-5	101	94	3	-1	57*	6
CCS(=O)(=O)c1ccc(C(=O)NC)c(Cl)c1Cl	99	-7	97	98	-16	-2	3	3

(listing goes on)
SMILES	RPL19A-GFP yeast	ZTA DNA inh	MEP2 TOR yeast	LAP4 TOR yeast	EBNA-1 inhibitor	procasp3 activ	AHR act	proCasp7 act
CCOC(=O)C1C(c2cc(OC)c(OC)c(OC)c2)NC(=S)NC1(O)C(F)(F)F (stereo not given)	100	7	105	96	10	2	3	-1
CCNC(=O)CC1C(=O)N(c2ccc(OC)cc2)C(=S)N1CCc1ccncc1 (stereo not given)	98	-1	101	103	4	4	1	5
CCc1ccc(NC(=O)NCC2CCN(c3ccc(OC)cc3)C2)cc1 (stereo not given)	97	15	100	106	11	-16	5	-14
O=C(NCc1cccnc1)c1ccc([N+](=O)[O-])cc1	105	9	102	117	-1	-2	6	8
COc1ccc(C(=O)OC(C)C(=O)Nc2cc(C(F)(F)F)ccc2Cl)c(OC)c1OC (stereo not given)	103	19	93	86	13	1	5	5
CCCN1C(=O)C2C(C(=O)Nc3cccc(OC)c3)C3C=CC2(O3)C1C(=O)NC1CCCCC1 (stereo not given)	113	1	107	111	4	-5	3	4
COc1ccc2c(c1)N(C)C(=O)CC(c1ccccc1)=N2	98	-1	101	106	4	9	-2	13
COc1ccc([N+](=O)[O-])cc1NC(=O)c1ccc(-n2nc(C)cc2C)cc1	101	-7	101	106	3	0	-8	11
CC(CC(=O)NCc1ccc(Cl)cc1)S(=O)(=O)c1ccc2c(c1)NC(=O)CO2 (stereo not given)	101	-7	103	100	7	13	2	5
COc1ccc(C(=O)N(Cc2ccccc2)c2cccc(C)c2)cc1S(=O)(=O)N1CCOCC1	106	-21	104	110	4	-17	2	-1
O=C1CSC(=S)N1c1cccc(F)c1	107	-5	104	77	-2	-3	3	-2
O=C(CCCOc1ccccc1)N1CCN(S(=O)(=O)c2cccc(F)c2)CC1	103	-7	108	113	6	0	2	-2
O=C(CN1C(=O)NC(Cc2c[nH]c3ccccc23)C1=O)Nc1ccc(F)c(F)c1F (stereo not given)	100	-10	100	102	.	-5	0	-2
COc1ccc(Cl)cc1C(=O)NN=C1CCCC1	96	12	93	110	-2	0	33	3
COCCn1cc(C(=O)c2ccccc2OCC(=O)Nc2cc(C)on2)cc(C#N)c1=O	85	7	97	92	2	7	-3	4
COC(=O)c1cnn(-c2ccccc2)c1/C=N/NC(=S)Nc1ccccc1	95	-8	96	103	1	-6	2	2
NS(=O)(=O)c1ccc(CCNC(=O)CSCc2ccccc2)cc1	97	9	94	108	-10	-4	0	4
O=C(COC(=O)CNC(=O)c1ccccc1F)NC1CC1	100	.	110	106	.	8	-1	-4

Given as labelled records: entries from further up.
SMILES: O=C(NCc1cccnc1)c1ccc([N+](=O)[O-])cc1
  RPL19A-GFP yeast: 105
  ZTA DNA inh: 9
  MEP2 TOR yeast: 102
  LAP4 TOR yeast: 117
  EBNA-1 inhibitor: -1
  procasp3 activ: -2
  AHR act: 6
  proCasp7 act: 8
SMILES: COc1ccc(C(=O)OC(C)C(=O)Nc2cc(C(F)(F)F)ccc2Cl)c(OC)c1OC (stereo not given)
  RPL19A-GFP yeast: 103
  ZTA DNA inh: 19
  MEP2 TOR yeast: 93
  LAP4 TOR yeast: 86
  EBNA-1 inhibitor: 13
  procasp3 activ: 1
  AHR act: 5
  proCasp7 act: 5

Bioassay records (PubChem BioAssay)
